Screening results (PubChem)
ABCB1 block: ABCB1 efflux pump inhibitors, primary screen, cell-based, multiplex, flow cytometry, ABCG2 counter-screen. CCRF-Adr cells, JC-1 efflux. ATP-dependent translocase ABCB1 (Homo sapiens), P08183. inhibition, % at 6.6 µM. hit rate 0.067% among 190,000; in the data active = inhibition above about 40%;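 note: 0% = vehicle and 100% = reference inhibitor; higher value means more JC-1 retained so stronger ABCB1 efflux block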
Bim-Bfl-1: inhibitors of Bim binding to Bfl-1, primary screen, biochemical, multiplexed, bead-based flow cytometry | Bim-Bfl-1 binding inhibition | inhibition, % at 10 µM | hit rate 0.12% among 190,000 | AID 1008, 2008 | Bcl-2-related protein A1 (Homo sapiens), Q16548;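 note: 0% = wells without compound plus tracer and 100% = blocker peptide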
RGS8-Gao reg: RGS8-Galphao binding modulators, primary screen, biochemical, multiplexed bead flow cytometry; Guanine nucleotide-binding protein G(o) subunit alpha (Homo sapiens), P09471; actives lie on both sides; response (percent of control binding), % at 10 µM; hit rate 0.34% among 220,000; in the data active = response below about 60% or above about 140%; inactive = in between;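 note: Galphao activated as the GDP aluminium fluoride complex binding bead-coupled RGS8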
Target sequence (P09471 whole entry, looked up): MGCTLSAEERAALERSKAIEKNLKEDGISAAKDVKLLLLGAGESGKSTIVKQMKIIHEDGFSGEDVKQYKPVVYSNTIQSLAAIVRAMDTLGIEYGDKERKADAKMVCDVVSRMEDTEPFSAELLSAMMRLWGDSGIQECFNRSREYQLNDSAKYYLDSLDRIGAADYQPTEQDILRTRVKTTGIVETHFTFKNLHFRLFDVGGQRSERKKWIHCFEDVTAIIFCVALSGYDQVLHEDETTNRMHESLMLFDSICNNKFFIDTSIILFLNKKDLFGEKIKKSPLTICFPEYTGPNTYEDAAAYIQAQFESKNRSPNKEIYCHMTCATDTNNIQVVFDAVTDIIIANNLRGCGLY
Bcl-2 Bim block: inhibitors of Bim-Bcl-2 binding, primary screen, biochemical, multiplexed, human Bcl-2 family. Apoptosis regulator Bcl-2 (Homo sapiens), P10415. Bead-based flow cytometry, Bim peptide-Bcl-2 binding. inhibition, % at 10 µM. hit rate 0.06% among 190,000; in the data active = inhibition above about 40%; inconclusive = no clear call, values can overlap the other calls;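 note: 0% = no compound wells with probe peptide and 100% = reference peptide inhibitor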
Bim-Bcl-B: inhibitors of Bim-Bcl-B binding, primary screen, biochemical, multiplexed, human Bcl-2 family. Bcl-2-like protein 10 (Homo sapiens), Q9HD36. bead-based flow cytometry, Bim peptide-Bcl-B binding. inhibition, % at 10 µM. hit rate 0.073% among 190,000. AID 951, 2007;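 note: 0% = tracer peptide without compound and 100% = reference inhibitor peptide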
RGS4-Gao reg: modulators of RGS4 binding to Galphao, primary screen, biochemical, multiplexed bead flow cytometry | hit rate 0.33% among 220,000 | Guanine nucleotide-binding protein G(o) subunit alpha (Homo sapiens), P09471 | AID 1415, 2008 | binding response (% of control), % at 10 µM | actives lie on both sides; in the data active = binding response below about 49% or above about 150%; inactive = in between;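 note: fluorescent Galphao activated with aluminum fluoride binding bead-coupled RGS4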
Bcl-XL Bim block: inhibitors of Bim-Bcl-XL binding, primary screen, biochemical, multiplexed, bead flow cytometry, human Bcl-XL; Bim peptide-Bcl-XL binding, fluorescence; inhibition, % at 10 µM; hit rate 0.04% among 190,000; AID 1007, 2008
Bcl-W Bim block: inhibitors of Bim binding to Bcl-W, primary screen, biochemical, multiplexed, bead-based flow cytometry; Bcl-2-like protein 2 (Homo sapiens), Q92843; Bim peptide-Bcl-W binding; inhibition, % at 10 µM; hit rate 0.02% among 190,000; AID 952, 2007;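 note: 0% = bound tracer without compound and 100% = peptide blocker; higher means less fluorescent Bim peptide bound to Bcl-W beads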
ABCG2 inh: ABCG2 efflux pump inhibitors, primary screen, multiplex with ABCB1, IgMXP3 cells, flow cytometry; hit rate 0.1% among 190,000; AID 1325, 2008; JC-1 efflux; Broad substrate specificity ATP-binding cassette transporter ABCG2 (Homo sapiens), Q9UNQ0; inhibition, % at 6.6 µM;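 active = inhibition above 80%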;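 note: 0% = DMSO and 100% = nicardipine control wells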
Target sequence (Q9UNQ0 whole entry, looked up): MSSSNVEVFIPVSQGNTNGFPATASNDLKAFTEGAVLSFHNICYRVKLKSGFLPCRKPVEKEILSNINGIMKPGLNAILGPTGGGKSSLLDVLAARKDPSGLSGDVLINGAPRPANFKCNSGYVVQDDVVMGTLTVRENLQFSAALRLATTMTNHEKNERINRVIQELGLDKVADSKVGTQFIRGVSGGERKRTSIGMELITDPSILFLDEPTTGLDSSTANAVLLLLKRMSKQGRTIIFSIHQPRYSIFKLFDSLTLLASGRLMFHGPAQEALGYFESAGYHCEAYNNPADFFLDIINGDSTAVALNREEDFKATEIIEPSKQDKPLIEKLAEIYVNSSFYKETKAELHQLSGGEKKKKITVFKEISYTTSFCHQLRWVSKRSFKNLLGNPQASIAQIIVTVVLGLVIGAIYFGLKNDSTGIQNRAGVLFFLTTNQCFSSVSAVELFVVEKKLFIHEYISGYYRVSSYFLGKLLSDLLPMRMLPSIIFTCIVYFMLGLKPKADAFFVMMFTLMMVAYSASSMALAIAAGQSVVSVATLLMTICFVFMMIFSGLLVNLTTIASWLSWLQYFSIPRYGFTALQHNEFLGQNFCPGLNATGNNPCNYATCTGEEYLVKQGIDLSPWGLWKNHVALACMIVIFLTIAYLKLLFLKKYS
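Times: 10 min at 25 °C | Test system: Two drug-resistant human cell lines, ABCG2 and ABCB1 | Quantity: 3 million cells/mL final, two lines in 1:1 ratio | Signal: Flow cytometry, 530 nm JC-1 signal | Dosing: Compound at 6.6 µM | Controls: Nicardipine and DMSO wells | Reagent: JC-1 as fluorescent efflux pump substrate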
RGS7-Gao: RGS7-Galphao binding modulators, primary screen, biochemical, multiplexed bead flow cytometry; binding response (% of control), % at 10 µM; hit rate 0.35% among 220,000; AID 1439, 2008; Guanine nucleotide-binding protein G(o) subunit alpha (Homo sapiens), P09471; actives lie on both sides; in the data active = binding response below about 49% or above about 150%; inconclusive = no clear call, values can overlap the other calls; inactive = in between;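 note: fluorescent Galphao held in activated GDP-AlF4 state binding bead-coupled RGS7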
Mcl-1 Bim block: inhibitors of Bim peptide binding to Mcl-1, primary screen, biochemical, bead-based flow cytometry, multiplex; Induced myeloid leukemia cell differentiation protein Mcl-1 (Homo sapiens), Q07820; Bim peptide-Mcl-1 binding; inhibition, % at 10 µM; hit rate 0.1% among 190,000;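 note: 0% = no compound tracer wells and 100% = peptide blocker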
* hit, by the source's call; ? = inconclusive; . = no result given. Cut-off read from the data, not from the text of the source, unless noted: active = inhibition above about 40%.

Every second line gives: Bim-Bfl-1	Bcl-2 Bim block	RGS4-Gao reg	Bcl-W Bim block	ABCB1 block	Bcl-XL Bim block	RGS8-Gao reg	Bim-Bcl-B	RGS7-Gao	Mcl-1 Bim block	ABCG2 inh
Cc1ccc(-c2nnc(N(C)C(=O)c3ccncc3)s2)cn1
  -12	-10	105	0	0.0	-6	99	-6	102	-1	0
COc1c2ccoc2c(OCC=C(C)C)c2oc(=O)ccc12
  -3	-2	100	-4	0.4	-7	99	-10	99	-2	15
COc1ccc(Cl)cc1C(=O)Nc1cccc(-c2ccc3nncn3n2)c1
  .	.	100	-18	0.2	.	102	.	101	.	2
Cc1cc(NC(=O)CSc2nnc(C3CC3)n2N)c([N+](=O)[O-])cc1C
  -4	-1	98	-4	-2.3	-6	101	-6	99	0	-1
O=C(NCC1CCCO1)C1CCN(S(=O)(=O)c2cccc3cccnc23)CC1 (stereo not drawn)
  2	0	86	2	0.5	3	91	0	90	0	4
Cc1cccc(NC(=O)c2cc(S(=O)(=O)NCc3ccco3)ccc2F)c1C
  -13	-15	101	2	0.4	-2	100	-4	101	-1	21
COc1cc(OC)c(OC)cc1/C=C/c1cc(C(=O)O)c2ccccc2n1
  -3	-2	100	1	0.0	2	99	0	105	2	-3
CC1CCN(CCOCCOc2ccc(Br)cc2Cl)CC1
  -4	-1	96	-3	6.4	0	93	0	100	-3	2
COc1ccc(Cl)cc1N(CC(=O)N1CCN(Cc2ccccc2)CC1)S(C)(=O)=O
  -3	-6	96	-4	0.7	-5	98	0	96	-4	1
CN1C/C(=C\c2ccc(N3CCOCC3)cc2)C(=O)/C(=C/c2ccc(N3CCOCC3)cc2)C1
  9	5	101	0	0.1	-6	100	-7	97	-3	1
O=[N+]([O-])c1ccccc1SNc1ccc(Br)cn1
  0	-1	104	-2	4.6	0	102	-3	102	0	12
Cc1cnn(-c2cc(Oc3ccccc3)ncn2)c1
  -2	-3	101	-3	0.3	-3	103	-4	98	-3	3
Cc1cc(=O)[nH]c(SCCOc2cccc(C(F)(F)F)c2)n1
  -1	-1	101	-1	0.5	1	99	0	97	1	2
O=C(COc1ccccc1Cl)NCc1ccncc1
  -15	-6	103	-1	-0.5	-6	100	-8	100	-4	7
C=CCn1c(SCc2csc(-c3ccc(C)cc3)n2)nnc1-c1ccccc1OC
  -4	-4	98	-2	2.9	-5	101	-8	102	-3	58
O=C(COc1cccnc1[N+](=O)[O-])N1N=C(c2ccc(Cl)cc2)CC1c1ccco1 (stereo not drawn)
  -3	-1	100	-2	0.9	-6	96	-7	97	-1	7
CCCCn1nnc(NC(=O)CCC)n1
  -1	-5	103	-1	1.4	0	101	-2	100	-3	6
Cc1cc(=O)n(C)c(=O)n1CC(=O)N1CCCCCC1
  -1	0	99	-1	0.6	0	100	-3	100	0	1
NC(=O)/C=C\c1cn(-c2ccccc2)nc1-c1ccc2c(c1)OCCO2
  -13	-7	100	-3	0.7	-8	101	-9	97	-2	4
COc1cc(S(=O)(=O)N2CCN(c3ccccc3)CC2)ccc1Cl
  -10	-8	98	0	1.0	-4	102	-6	98	0	5
COc1ccc(/C=N/NC(=O)c2nn(-c3ccc(Cl)cc3)c(=O)c3c(N)scc23)cc1
  7	0	98	0	0.0	0	93	-18	95	0	0
CCCCN(CC(=O)NC(C)(C)C)C(=O)C(=O)Nc1ccc2c(c1)OCCO2
  -3	1	100	0	-0.1	-2	99	1	?	1	1
CC1CCN(CCC(=O)NN)CC1
  -2	-4	100	0	0.9	-6	98	-3	102	0	3
CCOC(=O)c1cnc2ccc(OCC)cc2c1N(C)Cc1ccccc1
  2	0	111	0	3.0	-2	129	-6	107	-5	10
Cc1nc2c(-c3ccc(F)cc3)c(C)nn2c(C)c1CCC(=O)N1CCN(c2ccccn2)CC1
  -9	-9	103	3	-1.4	-4	103	-3	104	-1	-2
O=C(Nc1ccn(-c2ccccc2)n1)c1ccc(S(=O)(=O)N2CCCCCC2)cc1
  -18	-6	100	-6	0.7	-8	102	-9	104	-5	29
C/C(=C\C=C\c1ccccc1)C(=O)c1c(C)cc(C)[nH]c1=O
  2	-2	94	1	0.7	-1	98	3	86	-1	8
CC(=O)c1cnc2c(C(=O)O)cnn2c1C
  -13	-2	103	0	-1.2	-5	102	-9	104	-2	-7
CCn1c(Cc2ccccc2)nnc1SCC(=O)Nc1ccc2c(c1)OCCO2
  3	5	102	1	0.9	-3	97	2	104	-5	3
CCN(CC)S(=O)(=O)c1ccc(N2CCOCC2)c(NS(=O)(=O)c2cc(C(C)(C)C)ccc2C)c1
  12	5	98	0	2.2	-3	100	2	99	-4	0

Fetched by compound from the entries so far (5):
Every second line gives: Bim-Bfl-1	Bcl-2 Bim block	RGS4-Gao reg	Bcl-W Bim block	ABCB1 block	Bcl-XL Bim block	RGS8-Gao reg	Bim-Bcl-B	RGS7-Gao	Mcl-1 Bim block	ABCG2 inh
O=C(COc1ccccc1Cl)NCc1ccncc1
  -15	-6	103	-1	-0.5	-6	100	-8	100	-4	7
NC(=O)/C=C\c1cn(-c2ccccc2)nc1-c1ccc2c(c1)OCCO2
  -13	-7	100	-3	0.7	-8	101	-9	97	-2	4
O=C(NCC1CCCO1)C1CCN(S(=O)(=O)c2cccc3cccnc23)CC1 (stereo not drawn)
  2	0	86	2	0.5	3	91	0	90	0	4
Cc1nc2c(-c3ccc(F)cc3)c(C)nn2c(C)c1CCC(=O)N1CCN(c2ccccn2)CC1
  -9	-9	103	3	-1.4	-4	103	-3	104	-1	-2
Cc1cc(=O)[nH]c(SCCOc2cccc(C(F)(F)F)c2)n1
  -1	-1	101	-1	0.5	1	99	0	97	1	2

Remaining list, next part:
Every second line gives: Bim-Bfl-1	Bcl-2 Bim block	RGS4-Gao reg	Bcl-W Bim block	ABCB1 block	Bcl-XL Bim block	RGS8-Gao reg	Bim-Bcl-B	RGS7-Gao	Mcl-1 Bim block	ABCG2 inh
CC(C)(C)N1CC2([N+](=O)[O-])CN(C(C)(C)C)CC([N+](=O)[O-])(C1)C2
  -8	-8	102	1	0.5	0	99	-5	103	0	3
CCn1cc(C2=NCCO2)c2ccccc21
  -9	-6	105	0	0.5	-3	104	-5	106	0	2
COc1ccc(C(C(=O)Nc2ccc(C(C)C)cc2)N(C)C(=O)CNC(C)=O)cc1 (stereo not drawn)
  -6	-5	94	0	0.3	-3	98	-3	96	2	1
Cc1ccc2[nH]c3c(=O)n(CCN4CCNCC4)cnc3c2c1
  -1	0	107	0	0.0	-4	104	0	107	0	0
O=C(COC(=O)CC1CCCC1)Nc1cc2c(cc1Cl)C(=O)c1ccccc1C2=O
  0	-3	70	0	0.0	5	84	2	86	-3	3
NC(=O)CCN1CCN(Cc2cn[nH]c2-c2cccc3ccccc23)CC1
  -5	-3	106	-4	1.1	-3	106	-4	104	1	6
O=C(NNC(=S)Nc1ccc(Cl)cc1)c1cccs1
  0	-3	105	-1	0.2	-4	100	-19	106	3	2
CC(=O)Nc1cccc(NC(=O)CSc2nnc(Cc3cccn3C)n2-c2ccc(F)cc2)c1
  -18	-9	100	1	1.3	-8	103	-8	97	-5	26
CCC(C)(C)NC(=O)C(c1ccc(OC)cc1)N(CCOC)C(=O)CCC(=O)Nc1nccs1 (stereo not drawn)
  -3	0	101	0	0.4	1	102	0	101	3	1
Cc1ccc(NC(=O)CN2CCN(CCN=CC3=C(O)CC(C)(C)CC3=O)CC2)cc1
  -3	-1	107	-4	0.3	-3	107	-3	103	-2	0
Cc1ccccc1N1CCN(C(=S)c2ccccc2)CC1
  -4	-5	102	-6	1.3	-8	101	-10	99	-6	14
COc1ccc(-c2cc(C(F)(F)F)nc(-n3cc(Br)cn3)n2)cc1
  -1	-3	102	-2	0.4	-1	101	-1	101	-3	5
COC(=O)c1sc2nc(C)nc(SCC(=O)N3CCC(C(=O)O)CC3)c2c1C
  -3	-2	95	-2	0.0	-3	94	0	91	-1	1
CCc1ccc(N2NC(=O)/C(=C/C=C/c3ccco3)C2=O)cc1
  -18	-10	105	-6	-0.8	-16	100	-7	103	-4	1
CC(NC(=O)Cc1cccs1)C(c1cccs1)N1CCOCC1 (stereo not drawn)
  -2	-1	39*	-10	0.7	-10	45*	-13	45*	-10	1
CC1CN(c2ccc([N+](=O)[O-])nc2)CC(C)O1 (stereo not drawn)
  -5	-2	104	0	0.1	0	102	0	101	1	0
O=C1NC(=S)N/C1=C/C=C/c1ccccc1
  -7	-7	114	-1	0.0	-4	107	-6	114	1	0
CCCOc1cccc(C2/C(=C(/O)c3ccc(OC)cc3)C(=O)C(=O)N2CCN(C)C)c1 (stereo not drawn)
  -2	-3	100	-2	0.8	0	102	-1	104	-3	2
COc1ccc(C(=O)NCC(=O)Nc2ccccc2)cc1OC
  -19	-7	94	-4	1.6	-6	95	-8	93	-5	35
COc1ccc(N(C2CSC2)S(=O)(=O)c2ccccc2)cc1
  0	-2	99	0	0.3	-2	100	0	97	0	1

3 compounds already listed, sorted by heavy-atom count, ascending.
Every second line gives: Bim-Bfl-1	Bcl-2 Bim block	RGS4-Gao reg	Bcl-W Bim block	ABCB1 block	Bcl-XL Bim block	RGS8-Gao reg	Bim-Bcl-B	RGS7-Gao	Mcl-1 Bim block	ABCG2 inh
O=C1NC(=S)N/C1=C/C=C/c1ccccc1
  -7	-7	114	-1	0.0	-4	107	-6	114	1	0
COc1ccc(C(=O)NCC(=O)Nc2ccccc2)cc1OC
  -19	-7	94	-4	1.6	-6	95	-8	93	-5	35
CC(=O)Nc1cccc(NC(=O)CSc2nnc(Cc3cccn3C)n2-c2ccc(F)cc2)c1
  -18	-9	100	1	1.3	-8	103	-8	97	-5	26
